Source: PubChem (Broad Institute)
RAD54 branch: blocks human RAD54 Holliday junction branch migration. Q92698. FAM/BHQ fluorescence. inhibition, % at 10.4 µM. 360,000 compounds, 0.14% hits;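 active = mean normalized replicate activity at least 40 and at least half of replicates scoring 40 or more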;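 also: 0% = median of neutral control wells and 100% = median of positive control wells; inhibitors cause a drop in the FAM fluorescence signal; in these data hits start at about 50%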
Target sequence (Q92698 whole entry, looked up): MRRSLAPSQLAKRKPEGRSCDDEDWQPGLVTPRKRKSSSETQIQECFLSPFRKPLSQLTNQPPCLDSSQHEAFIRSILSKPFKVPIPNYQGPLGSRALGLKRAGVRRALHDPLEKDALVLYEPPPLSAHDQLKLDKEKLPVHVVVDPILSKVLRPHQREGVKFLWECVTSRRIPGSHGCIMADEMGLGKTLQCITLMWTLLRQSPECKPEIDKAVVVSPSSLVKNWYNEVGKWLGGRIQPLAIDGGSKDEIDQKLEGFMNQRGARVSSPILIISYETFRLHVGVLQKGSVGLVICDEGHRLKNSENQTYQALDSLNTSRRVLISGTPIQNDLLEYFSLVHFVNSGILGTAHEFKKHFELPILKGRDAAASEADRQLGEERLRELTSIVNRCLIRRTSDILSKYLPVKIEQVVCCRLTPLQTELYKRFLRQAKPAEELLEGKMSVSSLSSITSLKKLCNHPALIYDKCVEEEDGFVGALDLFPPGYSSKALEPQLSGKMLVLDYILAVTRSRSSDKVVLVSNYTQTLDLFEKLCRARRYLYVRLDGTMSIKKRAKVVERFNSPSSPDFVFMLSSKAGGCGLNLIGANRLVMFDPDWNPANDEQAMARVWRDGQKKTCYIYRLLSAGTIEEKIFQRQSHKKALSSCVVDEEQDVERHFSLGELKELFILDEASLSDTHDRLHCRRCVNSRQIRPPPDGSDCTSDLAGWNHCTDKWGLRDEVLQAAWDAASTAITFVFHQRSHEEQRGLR
ERp5 inh: inhibitors of human ERp5; Q15084; ERp5 insulin aggregation, absorbance 650 nm, 90 min; AID 651711; inhibition, % at 9.99 µM; 350,000 compounds, 0.05% hits;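 active = mean replicate inhibition above about 25%, with every replicate also reaching it, limit read from the data, passing the limit was not always enough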
PglD inh: PglD (C. jejuni) enzyme inhibition | purified PglD enzyme, DTNB colorimetric CoA detection | inhibition, % at 12.5 µM | 360,000 compounds, 0.098% hits; in the data active = inhibition above about 16%, passing the limit was not always enough; also: strong numbers were not always called active
RAD52 anneal inh: inhibitors of human RAD52 DNA annealing; recombinant RAD52 DNA annealing, FRET fluorescence; inhibition, % at 18.7 µM; 360,000 compounds, 0.46% hits; AID 651710;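 active = every replicate showing at least 50% inhibition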
ARNT-TACC3 inh: ARNT/TACC3 interaction disruption | Q9Y6A5 | AlphaScreen His-ARNT PAS-B/GST-TACC3 binding, luminescence; TACC3 fragment carries E629A point mutation | inhibition, % at 9.99 µM | 390,000 compounds, 0.66% hits;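 active = mean inhibition of replicates at least 50% and at least half of replicates each reaching 50%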;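 also: 0% = complete ARNT plus TACC3 wells and 100% = ARNT alone without TACC3; many hits fall short of the cut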
E-selectin induc: E-selectin induction on HUVECs; HUVEC E-selectin immunofluorescence imaging; normalized: neutral wells 0, TNF-alpha wells 100; activation, % at 7.58 µM; 260,000 compounds, 0.37% hits;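 active = mean E-selectin-positive cell signal at least 10% of the positive control, reached in at least 60% of replicates, without over 20% cell loss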;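 also: in these data hits start at about 27%; measured in HUVEC primary endothelial cells; signal is the percent of cells scored E-selectin positive by PE staining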
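Assay system: HUVEC primary endothelial cells. Input: 3,000 HUVEC seeded per well. Doses: one compound dose added by pin transfer. Read-out basis: % PE-positive cells. Benchmarks: TNF-alpha high, DMSO low. Detection: immunofluorescence imaging. Buffer or medium: EGM-2, gelatin.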
esBAF inh: blocks esBAF chromatin remodeling in mouse ES cells; Bmi1-luciferase knock-in reporter, 24 h; 100% = twice the neutral-well signal; reporter increase, % at 12.5 µM; 350,000 compounds, 2% hits; in the data active = activation above about 40%;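 also: 0% = median of the plate's neutral control wells and 100% = double that signal; a rise in the Bmi1 reporter signal indicates esBAF inhibition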
* hit, by the source's call; . = not tested or not shown. Not all compounds are listed; count on the stated rates, not on these rows.

Molecule	RAD54 branch	ERp5 inh	PglD inh	RAD52 anneal inh	ARNT-TACC3 inh	E-selectin induc	esBAF inh
CCOP(=O)(Cc1cc(C#N)oc1C)OCC	.	.	.	.	-9.2	.	.
C=C1C(=O)OC2CC(C)C3C=CC(=O)C3(C)C(O)C12 (configuration not stated)	.	.	.	.	19.1	.	.
O=C(C1CC(c2ccc(F)cc2)=NO1)N1CCC2(CC1)OCCO2 (configuration not stated)	.	.	.	.	-14.0	.	.
Cc1nn(Cc2ccccc2Cl)c(C)c1C(=O)OCC(=O)NC1CCCC(C)C1C (configuration not stated)	.	.	.	.	-0.6	.	.
COc1ccccc1CCNC1C2CC3CC(C2)CC1C3 (configuration not stated)	.	.	.	.	-1.2	.	.
CC[n+]1c(SC)ccc2cc(OC)ccc21	.	.	.	.	-6.0	.	.
O=C(COc1ccc2ccccc2c1)N1CCN(Cc2ccncc2)CC1	.	.	.	.	-1.1	.	.
Cc1cccc(N2C(=O)NC(=O)/C(=C\c3cc(C)n(-c4sc5c(c4C#N)CCCC5)c3C)C2=O)c1C	.	.	.	.	3.5	.	.
CSC1=NP(=S)(SC)N2CCCC2=C1C#N (configuration not stated)	.	.	.	.	-1.4	.	.
CN(C)C(=O)OCc1n(C)cc[n+]1C	.	.	.	.	25.8	.	.
Cc1cc([N+](=O)[O-])c(Cl)cc1NC(=O)C(C)C	.	.	.	.	-3.7	.	.
COc1ccccc1CCNC1CCC(C)CC1 (configuration not stated)	.	.	.	.	-0.8	.	.

In another format: results already given
Values run as follows: RAD54 branch	ERp5 inh	PglD inh	RAD52 anneal inh	ARNT-TACC3 inh	E-selectin induc	esBAF inh
COc1ccccc1CCNC1C2CC3CC(C2)CC1C3 (configuration not stated)
 : .	.	.	.	-1.2	.	.
CC[n+]1c(SC)ccc2cc(OC)ccc21
 : .	.	.	.	-6.0	.	.
O=C(COc1ccc2ccccc2c1)N1CCN(Cc2ccncc2)CC1
 : .	.	.	.	-1.1	.	.
Cc1cccc(N2C(=O)NC(=O)/C(=C\c3cc(C)n(-c4sc5c(c4C#N)CCCC5)c3C)C2=O)c1C
 : .	.	.	.	3.5	.	.
CSC1=NP(=S)(SC)N2CCCC2=C1C#N (configuration not stated)
 : .	.	.	.	-1.4	.	.

Additional results:
Molecule	RAD54 branch	ERp5 inh	PglD inh	RAD52 anneal inh	ARNT-TACC3 inh	E-selectin induc	esBAF inh
c1ccc(CCNCc2ccccc2)cc1	.	.	.	.	-2.0	.	.
O=C1CN=C(c2ccccc2)c2oc3ccc(Br)cc3c2N1	.	.	.	.	-0.1	.	.
Cc1cc(OCc2nn[nH]n2)c2c3c(c(=O)oc2c1)CCCC3	.	.	.	.	2.2	.	.
CCn1c(O)c(C=Nc2cc(Cl)ccc2Cl)c(=O)n(CC)c1=O	.	.	.	.	-2.8	.	.
CSc1ncc(Cl)c(C(=O)O)n1	.	.	.	.	-15.4	.	.
CNC(=O)Oc1ccc(-c2cn3cc(Cl)ccc3n2)cc1	.	.	.	.	-7.0	.	.
c1ccc(C2OCCN3CCCCC23)cc1 (configuration not stated)	.	.	.	.	1.8	.	.
O=C1NC(=O)C(=CN2CCc3ccccc32)C(=O)N1	.	.	.	.	11.5	.	.
CN1CCC(N(C)c2nc(-c3ccc([N+](=O)[O-])cc3)nc3ccccc23)CC1	.	.	.	.	11.0	.	.
COc1cc(N2CCOCC2)ccc1/C=C1\C(=O)NC(=O)N(C2CCCCC2)C1=O	.	.	.	.	-2.5	.	.
O=S(=O)(c1ccc(Cl)cc1)N1CC1c1ccccc1 (configuration not stated)	.	.	.	.	-3.9	.	.
C[N+]12CCC(CC1)C(C#N)(N1CCOCC1)C2 (configuration not stated)	.	.	.	.	-3.7	.	.
CCN(CC)C(=O)c1ccc2c(c1)C1C(Cl)C(Sc3ccccc3[N+](=O)[O-])CC1C(C(=O)O)N2 (configuration not stated)	.	.	.	.	34.9	.	.
N#Cc1c(Cl)nc(Cl)c2c1CCN(Cc1ccccc1)C2	.	.	.	.	-5.8	.	.
CC(C)C(=O)Nc1ccc(N2CCN(C)CC2)c(F)c1	.	.	.	.	26.8	.	.
CCN1CCC2(CC1)NC(CO)(CO)CO2	.	.	.	.	-4.8	.	.
CCN(CC)CCCN=Cc1c(O)n(-c2ccccc2F)c(=O)[nH]c1=O	.	.	.	.	-6.5	.	.
CCOc1c(P(=S)(N(C)C)N(C)C)c(C)nn1-c1ccccc1	.	.	.	.	-27.1	.	.
CCOC(=O)C1(c2ccccc2)CCN(CC(=O)Nc2cccc3ccccc23)CC1	.	.	.	.	-7.1	.	.
O=C1NC(=O)N(Cc2ccccc2)C(=O)/C1=C\N1CCCc2ccccc21	.	.	.	.	14.9	.	.
Cc1ccc(N2C(=O)NC(=O)/C(=C/C=C/c3ccco3)C2=O)cc1	.	.	.	.	-2.3	.	.
O=C(c1cccn2c(=O)c3ccccc3nc12)N1CCC2(CC1)OCCO2	.	.	.	.	-4.3	.	.
Cc1nc2c(=O)n(C)c(=O)nc-2n(C)n1	.	.	.	.	19.1	.	.
CCOc1cc(C2NCc3ccccc3-n3cccc32)ccc1O (configuration not stated)	.	.	.	.	11.8	.	.
CC(C)Nc1nc(Cl)nc(NC(C)C)n1	.	.	.	.	0.0	.	.
CC/C(=N\N1CCCCCC1)c1c(O)n(-c2ccc(C)cc2)c(=O)[nH]c1=O	.	.	.	.	-14.3	.	.
CN1CCN(c2ccc(/C=C3\C(=O)NC(=S)N(c4cccc(Br)c4)C3=O)o2)CC1	.	.	.	.	-2.4	.	.
CCC(=NCc1ccco1)c1c(O)[nH]c(=O)[nH]c1=O	.	.	.	.	-12.3	.	.
Cc1[nH]c2c(C(F)(F)F)cccc2c1CCN	.	.	.	.	-3.9	.	.
C=CCN1C(=O)/C(=C/c2cccs2)C(=O)NC1=S	.	.	.	.	-4.3	.	.
CCCCCCCSc1cc(OC)c(CCN(C)C)cc1OC	.	.	.	.	26.6	.	.
O=Cc1c(C(=O)O)n(Cc2ccc(Cl)cc2)c2ccccc12	.	.	.	.	-6.2	.	.
CCOP(=O)(OCC)C(NC(=O)c1cccc2ccccc12)C(Cl)(Cl)Cl (configuration not stated)	.	.	.	.	-8.5	.	.
COc1ccc(C(=O)CN2CCOCC2)cc1F	.	.	.	.	-29.2	.	.
CC1(C)NCCN2C(=O)CSC21 (configuration not stated)	-4.3	.	5.0	.	.	.	.
Cc1cccc(N2C(=O)NC(=O)C3(Cc4cc(C)ccc4N(C)C3)C2=O)c1 (configuration not stated)	4.4	.	0.3	.	.	.	.
CCC12C=CCN3CCC4(c5cc(Br)c(OC)cc5N(C)C4C(O)(C(=O)OC)C1OC(C)=O)C32 (configuration not stated)	5.1	.	1.0	.	.	.	.
Cc1ccc(Cl)cc1-n1c(O)c(C=NCCCN2CCOCC2)c(=O)[nH]c1=O	-2.8	.	1.5	.	.	.	.
Cc1nn(Cc2ccccc2)c(C)c1C=C1C(=O)NC(=O)NC1=O	-1.2	.	-5.5	.	.	.	.
O=c1[nH]c2ccccc2c(=O)n1-c1cccc(Cl)c1	-1.9	.	-4.0	.	.	.	.
CCC1(CC)C(=O)NC(=NCCc2c[nH]c3ccccc23)NC1=O	-1.7	.	2.0	.	.	.	.
CCC1CN(C)CCC1(OC(C)=O)c1ccccc1 (configuration not stated)	-3.8	.	-1.2	.	.	.	.
CC(=NCCC1=CCCCC1)c1c(O)n(C)c(=O)n(C)c1=O	-4.6	.	-3.6	.	.	.	.
Cc1ccnc(-n2c(C)cc(C=C3C(=O)N(C)C(=S)N(C)C3=O)c2C)c1	-18.3	.	1.8	.	.	.	.
COc1ccc(-c2cc(=NCC(=O)O)c3ccccc3o2)cc1	.	.	.	.	8.0	.	46.7*
NC1=Nc2ccccc2Oc2ccccc21	.	.	.	.	6.1	.	4.4
CCOP(=O)(OCC)C(NC(=O)C(Cl)Cl)C(Cl)(Cl)Cl (configuration not stated)	.	.	.	.	7.0	.	-14.6
C=CCn1c(O)c(C(=O)CCCCCC)c(=O)[nH]c1=O	.	.	.	.	20.5	.	-7.1

The list continues.
| Molecule | RAD54 branch | ERp5 inh | PglD inh | RAD52 anneal inh | ARNT-TACC3 inh | E-selectin induc | esBAF inh |
| --- | --- | --- | --- | --- | --- | --- | --- |
| O=C(CNC(=O)OCc1ccccc1)NCC(=O)Nc1ccc(Br)cc1C(=O)c1ccccc1 | . | . | . | . | -4.7 | . | -0.7 |
| CC(=NCCCN1CCCCC1)c1c(O)n(Cc2ccccc2)c(=O)[nH]c1=O | . | . | . | . | -2.2 | . | 11.9 |
| CC(=O)OC1(c2ccc(C)cc2)CN2CCC1c1ccccc12 (configuration not stated) | . | . | . | . | 1.1 | . | 3.1 |
| CC1CC2(O)c3no[n+]([O-])c3CCC2N1O (configuration not stated) | . | . | . | . | -3.4 | . | -3.2 |
| CCOC(=O)C1C(=O)NC2(C)CC1c1cc(OC)ccc1O2 (configuration not stated) | . | . | . | . | -1.0 | . | -3.8 |
| Fc1ccccc1CCNCc1cccc2ccccc12 | . | . | . | . | -8.6 | . | -4.7 |
| Cc1ccc2c(c1)CC1(CN2C)C(=O)NC(=O)N(c2cccc(C)c2C)C1=O (configuration not stated) | . | . | . | . | -1.2 | . | 1.0 |
| Cc1cccc(S(=O)(=O)N2[C@@H]3c4ccc(-c5ccc(F)cc5)c(=O)n4C[C@H]2[C@H](CO)[C@H]3C(=O)O)c1 | . | . | . | . | . | 0.1 | -0.4 |
| O=C(O)[C@@H]1[C@@H](CO)[C@@H]2Cn3c(ccc(-c4ccncc4)c3=O)[C@H]1N2C(=O)C1CC1 | . | . | . | . | . | 0.0 | 1.5 |
| C[C@@H]1CN([C@H](C)CO)C(=O)CCCn2cc(nn2)CO[C@@H]1CN(C)C(=O)Oc1ccc2ccccc2c1 | . | . | . | . | . | 0.8 | 2.2 |
| CN(C/N=C(\N)N[N+](=O)[O-])S(=O)(=O)c1ccccc1 | . | -3.2 | . | -7.8 | . | . | . |
| O=[N+]([O-])c1cc(S(=O)(=O)c2ccc(O)c([N+](=O)[O-])c2)ccc1O | . | . | . | . | 2.0 | 0.0 | . |
| CC1CCCCN1C(=O)c1ccc(N2CC3CC(C2)c2cccc(=O)n2C3)c([N+](=O)[O-])c1 (configuration not stated) | . | . | . | . | -7.2 | 5.1 | . |
| Cc1ccc(NC2=NCCCS2)c(C)c1C | . | . | . | . | 2.1 | -0.1 | . |
| O=C(N/N=C/c1c(O)n(C2CC2)c(=S)[nH]c1=O)c1ccccc1O | . | . | . | . | 59.9* | 3.0 | . |
| Cc1ccccc1N1C(=O)NC(=O)/C(=C\c2cc(Br)c(N3CCOCC3)o2)C1=O | . | . | . | . | -0.7 | 0.1 | . |
| CC(C(=O)c1ccccc1)N1C(=O)c2ccccc2C1=O (configuration not stated) | . | . | . | . | -6.0 | -1.3 | . |
| O=C(Cn1cnc2sc3c(c2c1=O)CCCC3)NCCC(=O)N1CCC2(CC1)OCCO2 | 8.9 | . | -0.5 | . | . | . | 5.2 |
| C[C@H]1C/C=C/[C@H]2[C@H](O)[C@H](C)[C@@](C)(O)[C@H]3[C@H](Cc4ccccc4)NC(=O)[C@]32[C@H](O)/C=C/[C@](C)(O)C1 | 3.1 | . | 1.3 | . | . | . | -3.9 |
| CCc1cc2c(N3CCN(C)CC3)ncnc2s1 | -4.2 | . | -2.3 | . | . | . | -6.5 |
| O=C(c1cccs1)c1cn(Cc2ccccc2Cl)c2ccccc12 | -4.3 | . | 11.9 | . | . | . | 6.9 |
